From PubChem BioAssay
LYP phosphatase – PTPN22 lymphoid phosphatase activity blockers – biochemical, fluorescence intensity, uHTS (AID 1779) | one-dose inhibition, % at 11.5 µM; IC50 in µM for titrated hits | hit rate 0.054% among 290,000 | recombinant LYP phosphatase, fluorescence intensity; higher % means a stronger effect;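 also: plate controls were vehicle with enzyme for no effect and no enzyme for full effect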
CSM14.1 death rescue – rescue of cells from ER stress-induced death, primary screen, 384-well, CSM14.1, thapsigargin, ATP luminescence (AID 1222); 190,000 tested, under 10 active; cellular ATP content (survival), % at 20 µM; hits with a dose series show EC50 in µM; CSM14.1 thapsigargin-induced death rescue, ATP luminescence; higher % means a stronger effect;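 active = EC50 below 50 µM in the dose-response confirmation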;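 also: death triggered by thapsigargin at about 15 µM added after 2 h compound pretreatment; cell ATP read after overnight thapsigargin exposure of roughly 18 to 22 hours; normalized against plate controls of thapsigargin alone and 5% DMSO vehicle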
P. falciparum M17LAP – P. falciparum M17LAP inhibitors, primary screen, biochemical, fluorogenic H-Leu-NHMec substrate, 1536-well (AID 1619); hit rate 0.38% among 220,000; inhibition, % at 30 µM; hits with a dose series show IC50 in µM; recombinant M17LAP, H-Leu-NHMec fluorogenic kinetic assay; higher % means a stronger effect;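 active = compound inhibiting the enzyme by more than half at any dose during confirmatory dose-response retesting; inconclusive = strong single-dose inhibitors picked by rank but not retested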;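 also: plate controls were full reaction with DMSO carrier for no effect and no enzyme background for full effect; strong numbers were not always called active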
P. falciparum M1AAP – P. falciparum M1AAP inhibitors, biochemical, fluorogenic H-Leu-NHMec substrate, 1536-well (AID 1445). recombinant M1AAP, H-Leu-NHMec fluorogenic kinetic assay; higher % means a stronger effect. inhibition, % at 30 µM; hits with a dose series show IC50 in µM. hit rate 0.42% among 220,000;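 active = primary inhibition above the hit cutoff, then over 50% inhibition at one or more dose response concentrations, cut at about 23% in these data, passing the limit was not always enough; inconclusive = conflicting primary data, or primary hits not chosen for dose response; inactive = low primary inhibition, or under 50% at every dose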;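 also: plate controls were DMSO full reaction for no effect and no enzyme background for full effect; strong numbers were not always called active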
PMI inhibition – MPI inhibition at elevated mannose 6-phosphate – biochemical, fluorescence intensity, high mannose 6-phosphate, primary screen (AID 1220); one-dose inhibition, % at 20 µM; IC50 in µM for titrated hits; recombinant PMI enzyme, coupled fluorescence intensity; higher % means a stronger effect; hit rate 0.66% among 190,000
TNAP activation fold – stimulation of alkaline phosphatase TNAP activity – biochemical, luminescent, no phosphate acceptor, uHTS, primary screen (AID 1001). purified TNAP, luminescent activation assay, no phosphate acceptor; higher activation fold means a stronger effect. activation fold at 20 µM; hits with a dose series show EC50 in µM. hit rate 0.03% among 200,000; in the data active = activation fold from about 3, or a potency from the dose series; inactive = the rest, 99 in 100 with activation fold below about 1.6; also: many of its hits are not listed in these tables
Myeloid diff 2 – promotes myeloid progenitor differentiation | hit rate 1% among 360,000 | ER-HoxA9 myeloid progenitors, lysozyme-GFP differentiation, flow cytometry | calls only at 10 µM | AID 624256;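 active = normalized GFP-positive differentiation at or above the plate's own cutoff, the solvent-only control mean plus 3 SD; inconclusive = no clear call, values can overlap the other calls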;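 also: cells exposed to compound for four days before flow analysis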
human PMI inhibition – MPI enzyme activity inhibition – biochemical, fluorescence intensity, coupled assay, primary screen (AID 1209) | purified PMI enzyme, coupled fluorescence intensity; higher % means a stronger effect | one-dose inhibition, % at 20 µM; IC50 in µM for titrated hits | hit rate 0.42% among 190,000;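 also: plate controls were DMSO vehicle for no effect and wells lacking substrate for full effect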
XIAP antagonists – small molecules displacing peptide from XIAP – biochemical, IAP family, fluorescence polarization (AID 1018). XIAP BIR domain, fluorescence polarization peptide displacement; higher % means a stronger effect. displacement, % at 20 µM; hits with a dose series show IC50 in µM. hit rate 0.007% among 200,000; in the data active = displacement above about 50%; also: a part of the inactive calls stands beside numbers as strong as those of hits
Myeloid diff 2 GFP+ MAC1+ % – further read-out of Myeloid diff 2, marked with its call; GFP+ MAC1+ double positive, %; measured here: differentiation confirmed by MAC1 staining
* marks the source's active call; other numbers are inactive results; i = inactive; ? = inconclusive; nt = no result given; & = joins results of further samples. Rule as the data show it, unless noted: active = inhibition above about 50%; inactive = the rest. No enrichment for hits; about 2.7% have a hit in one of these screens.

SMILES	LYP phosphatase	CSM14.1 death rescue	P. falciparum M17LAP	P. falciparum M1AAP	PMI inhibition	TNAP activation fold	Myeloid diff 2	Myeloid diff 2 GFP+ MAC1+ %	human PMI inhibition	XIAP antagonists
C=CCOc1ccc(C2/C(=C(\O)c3c(C)[nH]c(C(=O)OC)c3C)C(=O)C(=O)N2CCN(C)C)cc1 (stereo not drawn)	1.6%	-0.5%	19.5%	6.5%	-7.2%	1.1	i	0.8	1.3%	-5.0%
Cc1cc(Oc2ccc(=O)n(C)n2)nc(SCc2ccccc2)n1	0.0%	-1.3%	-5.0%	1.9%	-0.5%	1.1	i	0.7	-1.0%	-4.6%
CC(=Nc1cccc(O)c1)c1sc2ccccc2c1O	5.3%	nt	-0.1%	7.3%	15.8%	0.9	i	0.6	8.4%	1.8%
Cn1cc(CN2CCC(O)CC2)c(-c2ccc(Oc3ccccc3)cc2)n1	-7.0%	0.2%	-4.0%	1.5%	5.5%	1	i	0.3	13.0%	-1.5%
CCC1(C)NC(=O)N(CC(=O)Nc2sc3c(c2C(=O)OC)CCCCC3)C1=O (stereo not drawn)	-4.3%	3.1%	-1.7%	13.6%	9.9%	1.1	i	0.6	6.6%	-3.1%
CCOC(=O)c1nc(Nc2ccccc2C)c2ccccc2n1	0.5%	-0.9%	4.3%	5.9%	1.1%	1.1	i	0.5	2.7%	-2.5%
CCOc1ccc(C)cc1S(=O)(=O)Nc1ccc(Cl)cn1	-1.9%	-0.5%	-2.0%	9.1%	-2.6%	1.1	i	4.5	3.1%	3.0%
CCSC(C)CC1C/C(=N/O)c2c(CC)noc2C1 (stereo not drawn)	-5.2%	-1.1%	-5.7%	2.3%	6.3%	1.1	i	5.9	7.3%	-0.9%
CCOCCCNC(=O)c1ccc2c(c1)OCO2	0.1%	-1.9%	-5.6%	7.2%	-0.6%	1.1	i	0.8	3.8%	-5.0%
CCn1c(CSc2nc(C)cc(C)n2)nnc1SCC(=O)Nc1ccccc1	-3.4%	nt	16.2%	2.9%	5.7%	1	i	2.1	4.1%	-0.2%
CCOC(=O)CC(NC(=O)CCc1c(C)nc2nc(C)nn2c1C)c1ccc(OC(C)C)cc1 (stereo not drawn)	-3.1%	-0.9%	-3.3%	1.2%	4.7%	1.1	i	0.9	7.4%	-2.5%
COc1ccc(C)cc1NC(=O)NC(C)c1ccncc1 (stereo not drawn)	-9.5%	0.7%	6.6%	-8.4%	2.2%	1.1	i	0.9	8.0%	-3.4%
FC(F)(F)c1ccc(NC2=NCCC2)cc1	-2.9%	-1.3%	1.4%	-0.7%	-23.8%	1.1	i	0.0	-20.6%	-3.7%
O=C(COc1ccccc1C(=O)NCc1ccccn1)Nc1ccc(Br)cc1	-1.3%	-0.6%	10.8%	3.2%	-3.8%	1.1	i	0.3	-3.7%	18.3%
CC1(C)CC(=O)C(=C2SCCCS2)C(=O)C1	-0.7%	-1.4%	11.4%	8.5%	-6.9%	1.1	i	0.8	-10.7%	1.6%
O=C1CCN(Cc2nc(-c3ccc(Cl)cc3)no2)CCN1	-6.9%	-1.9%	-1.8%	-3.3%	6.5%	1.1	i	0.7	11.6%	-6.4%
CC(C)(C)NC(=O)CN(C(=O)C1CSC(=O)C1)c1ccc2c(c1)OCCO2 (stereo not drawn)	-7.0%	3.7%	-5.5%	4.4%	1.5%	1	i	5.0	3.0%	-6.8%
CNC(=O)Nc1ccccc1C(=O)NCc1ccccc1	-6.6%	-0.3%	-3.1%	7.9%	0.0%	1.1	i	0.5	4.3%	-0.8%
CNS(=O)(=O)c1cccc(C(=O)Nc2cccc(Cl)c2)c1	-7.9%	-3.5%	-7.8%	-1.0%	-0.8%	1.1	i	0.4	-0.2%	0.0%
CS(=O)(=O)N(CC(=O)O)c1ccc2c(c1)OCO2	-2.8%	-1.3%	-5.9%	4.7%	17.6%	1	i	5.4	16.8%	-1.8%
COc1ccc(Nc2nc(-c3cccs3)nc3ccccc23)c(OC)c1	2.5%	-1.4%	3.2%	9.4%	20.6%	1.1	i	0.5	13.2%	-4.3%
Cc1cc(C(=O)N/N=C/c2c(C)nn(-c3ccccc3)c2C)n[nH]1	-1.3%	nt	5.1%	0.1%	nt	nt	i	0.5	nt	nt
Cc1nc(C(=O)NNC(=O)c2c(-c3c(Cl)cccc3Cl)noc2C)cs1	-4.7%	nt	-7.3%	-1.0%	nt	nt	i	0.2	nt	nt
CCCCOc1ccc(C(=O)C(CN2CCOCC2)c2ccccc2)cc1 (stereo not drawn)	3.3%	-2.4%	0.7%	2.1%	0.6%	1.1	?	nt	0.6%	-0.6%
O=c1c2c(nc3cc(-c4ccc(Br)cc4)[nH]n13)CCCC2	-0.5%	-1.4%	16.8%	-0.1%	nt	1.1	i	0.9	nt	-0.9%
CCOC(=O)C(CC)Sc1nc2c(cnn2-c2ccccc2)c(=O)[nH]1 (stereo not drawn)	-6.8%	1.2%	2.0%	2.8%	4.3%	1.1	i	0.8	3.2%	0.3%
Oc1ccccc1-c1nc(/C=C/c2ccccc2)nn1-c1ccccc1	1.2%	-0.7%	20.9%	-1.5%	-5.8%	1.1	i	0.4	-8.1%	-9.6%
Cc1ccc(Cn2nnnc2CN2CCC(NC(=O)c3ccc(Br)cc3)CC2)cc1	3.0%	4.9%	-2.4%	1.8%	-3.7%	1.1	i	1.2	-5.2%	-5.2%
Nc1cc(-c2ccccc2)nn1Cc1ccc(Cl)cc1	-2.8%	-2.6%	2.8%	25.7%*	12.6%	1	i	0.3	6.2%	-3.7%
CC(C)(C)C(=O)NC1=NN(c2c(Cl)cc(Cl)cc2Cl)C(=O)C1	-8.2%	-1.1%	9.6%	0.7%	-19.7%	1	i	0.0	-31.2%	-5.2%
CCn1c(SCC(=O)NCc2ccco2)nnc1-c1c[nH]c2ccccc12	-3.9%	-0.3%	6.0%	-7.4%	5.5%	1.1	i	0.6	13.8%	-12.0%
Brc1cccc(-c2nnc3sc(CNC4CCCC4)cn23)c1	-3.2%	-0.3%	5.5%	1.0%	-0.6%	1	i	4.4	6.9%	-13.6%
Nc1ncc([N+](=O)[O-])c(Oc2ccccc2F)n1	-1.1%	nt	0.4%	0.2%	nt	nt	i	0.5	nt	nt
CCOC(=O)C1CCN(CC(=O)Nc2c(C(=O)OC)n(C)c3cccc(C)c23)CC1	-2.8%	-0.7%	26.3%	2.2%	5.5%	1	i	0.7	2.6%	-2.9%
COCCN1CCn2c(nc3cc([N+](=O)[O-])ccc32)C1	-7.2%	nt	-14.2%	2.9%	nt	nt	i	0.1	nt	nt
COCCN(C(=O)Cc1cccs1)C(C(=O)NCc1ccc(OC)cc1)c1ccc(C)cc1 (stereo not drawn)	-4.9%	-2.3%	-3.3%	6.0%	5.3%	1.1	i	3.3	3.3%	-4.4%
COc1ccc(-n2nc3ccc(NS(C)(=O)=O)cc3n2)cc1Cl	-4.6%	3.7%	-4.5%	6.1%	-8.1%	1.1	i	0.6	-0.4%	-13.4%
COc1ccc(-c2cc(=O)c3cc(OC)ccc3o2)cc1	-3.8%	-4.4%	1.2%	5.9%	-5.8%	1.1	i	3.0	-5.0%	0.6%
O=C(CSCc1ccccc1)N1CCN(c2ccccc2)CC1	-3.2%	-6.6%	1.0%	5.9%	-8.7%	1.1	i	0.5	-6.7%	-1.3%
COc1cc(OC)c(NC(=S)NCc2ccc(F)cc2)cc1Cl	3.0%	0.9%	5.5%	-1.1%	26.8%	1.1	i	0.5	17.9%	-4.0%
CC(C)c1ccc(OCC(=O)NC(Cc2c[nH]c3ccccc23)C(=O)O)cc1 (stereo not drawn)	-4.1%	-13.5%	2.5%	13.2%	11.8%	1	i	0.5	-3.9%	-6.6%
CCOC(=O)N1CCN(C(=O)CSc2ccc3nnc(-c4ccccn4)n3n2)CC1	0.4%	nt	-7.5%	3.5%	-2.0%	1.1	i	1.0	-7.5%	-4.0%
O=C1C2C3CCC(C3NCc3ccccc3)C2C(=O)N1Cc1ccccc1 (stereo not drawn)	-7.0%	-2.0%	-4.3%	3.3%	-6.1%	1.1	i	0.5	-3.5%	-2.9%
Cn1cc(-c2ccccc2)cc(C#N)c1=O	-2.6%	0.1%	-95.2%	1.6%	-5.1%	1.2	i	0.4	-12.4%	-1.8%
CC(=O)Nc1ccc(S(=O)(=O)N=S(C)C)cc1	-3.3%&-4.4%	-2.5%	-5.8%&-3.3%	5.2%&-0.5%	-0.6%	1	i	1.1	1.5%	-4.1%
O=C(NCN1CCN(c2ccccc2F)CC1)c1ccccc1	4.8%	-0.7%	-11.2%	-2.6%	-12.4%	1.1	i	1.1	-6.8%	0.3%
Cc1ccc(S(=O)(=O)N(Cc2ccc(Cl)cc2)c2ccccc2C(=O)NCc2cccnc2)cc1	-1.6%	-1.8%	-1.8%	-0.4%	-4.0%	1.1	i	0.5	8.1%	-1.0%
CC(NC(=O)CN(c1cccc(C(F)(F)F)c1)S(=O)(=O)c1ccc(Cl)c([N+](=O)[O-])c1)c1ccccc1 (stereo not drawn)	1.5%	-0.2%	10.9%	0.8%	3.7%	1.1	?	nt	10.1%	-9.6%

Shown as labelled records: four of the compounds above
CC(C)c1ccc(OCC(=O)NC(Cc2c[nH]c3ccccc23)C(=O)O)cc1 (stereo not drawn)
  LYP phosphatase: -4.1%
  CSM14.1 death rescue: -13.5%
  P. falciparum M17LAP: 2.5%
  P. falciparum M1AAP: 13.2%
  PMI inhibition: 11.8%
  TNAP activation fold: 1
  Myeloid diff 2: i
  Myeloid diff 2 GFP+ MAC1+ %: 0.5
  human PMI inhibition: -3.9%
  XIAP antagonists: -6.6%
CCOC(=O)N1CCN(C(=O)CSc2ccc3nnc(-c4ccccn4)n3n2)CC1
  LYP phosphatase: 0.4%
  CSM14.1 death rescue: nt
  P. falciparum M17LAP: -7.5%
  P. falciparum M1AAP: 3.5%
  PMI inhibition: -2.0%
  TNAP activation fold: 1.1
  Myeloid diff 2: i
  Myeloid diff 2 GFP+ MAC1+ %: 1.0
  human PMI inhibition: -7.5%
  XIAP antagonists: -4.0%
O=C1C2C3CCC(C3NCc3ccccc3)C2C(=O)N1Cc1ccccc1 (stereo not drawn)
  LYP phosphatase: -7.0%
  CSM14.1 death rescue: -2.0%
  P. falciparum M17LAP: -4.3%
  P. falciparum M1AAP: 3.3%
  PMI inhibition: -6.1%
  TNAP activation fold: 1.1
  Myeloid diff 2: i
  Myeloid diff 2 GFP+ MAC1+ %: 0.5
  human PMI inhibition: -3.5%
  XIAP antagonists: -2.9%
Cn1cc(-c2ccccc2)cc(C#N)c1=O
  LYP phosphatase: -2.6%
  CSM14.1 death rescue: 0.1%
  P. falciparum M17LAP: -95.2%
  P. falciparum M1AAP: 1.6%
  PMI inhibition: -5.1%
  TNAP activation fold: 1.2
  Myeloid diff 2: i
  Myeloid diff 2 GFP+ MAC1+ %: 0.4
  human PMI inhibition: -12.4%
  XIAP antagonists: -1.8%
